Efflux pump mplx: inhibitors of Candida antifungal efflux pumps expressed in yeast; inhibition, % at 10 µM; 330,000 tested, 0.44% active; S. cerevisiae Candida pump triplex, Nile Red efflux;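 active = plate passing quality check with inhibition over a set limit, or well fluorescence over plate mean plus 4 SD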;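 also: Nile Red retained in pooled yeast measured as flow cytometry median fluorescence; 0% = buffer negative control and 100% = Enniatin B positive control; higher means more Nile Red kept so more efflux inhibition; some compounds called inactive have numbers as strong as hits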
PREPL inhibitor: inhibitors of human prolyl oligopeptidase-like enzyme PREPL | 320,000 tested, 0.68% active | recombinant PREPL, fluorescence polarization activity-based probe | inhibition, % at 5.96 µM | Q4J6C6 | AID 2751; in the data active = inhibition above about 43%;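 also: 0% = enzyme with DMSO and 100% = wells lacking enzyme; many of its hits are not listed in these tables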
core dimer inh: HCV core protein dimerization inhibition. TR-FRET GST/Flag-core106 dimerization, 1536-well. inhibition, % at 5 µM. 300,000 tested, 0.33% active;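 active = inhibition above the mean of all tested compounds plus 3 SD, set per screening campaign, cut at about 45% in these data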
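assay system = GST-tagged and Flag-tagged HCV core protein residues 1-106 | controls = unlabelled core106 and no-GST-core106 wells | incubation = compound-protein-antibody incubation 4 h at 22.5 °C | probe or stimulus = Eu donor and XL665 acceptor anti-tag antibodies | read-out = % inhibition based on acceptor/donor emission ratio | signal = TR-FRET 671 and 617 nm emission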
PP5 primary: blocks human protein phosphatase 5 activity | purified PP5c, OMFP substrate fluorescence | P53041 | inhibition, % at 6.7 µM | 320,000 tested, 0.18% active | AID 1987;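 active = inhibition above the campaign's mean inhibition across all tested compounds plus 3 SD, cut at about 9.5% in these data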;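 also: 0% = DMSO only and 100% = 100 µM cantharidin control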
Target sequence (P53041 whole entry, looked up): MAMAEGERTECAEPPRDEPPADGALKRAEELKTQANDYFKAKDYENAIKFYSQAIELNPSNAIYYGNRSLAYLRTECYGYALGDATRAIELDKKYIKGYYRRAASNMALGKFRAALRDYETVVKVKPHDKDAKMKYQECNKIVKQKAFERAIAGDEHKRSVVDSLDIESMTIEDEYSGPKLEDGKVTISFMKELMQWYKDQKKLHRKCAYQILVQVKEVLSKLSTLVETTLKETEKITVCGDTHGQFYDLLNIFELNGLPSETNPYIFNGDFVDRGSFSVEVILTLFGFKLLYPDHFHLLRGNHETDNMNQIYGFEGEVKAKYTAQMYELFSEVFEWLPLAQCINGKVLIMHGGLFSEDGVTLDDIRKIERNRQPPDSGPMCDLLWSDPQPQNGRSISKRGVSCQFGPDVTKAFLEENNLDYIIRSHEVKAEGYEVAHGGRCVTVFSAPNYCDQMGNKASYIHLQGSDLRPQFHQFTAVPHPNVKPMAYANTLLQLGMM
PP1 inh: PP1-alpha (human) inhibition in PP5 counter-screen; P62136; purified PP1alpha, OMFP fluorescence; inhibition, % at 6.7 µM; 320,000 tested, 0.9% active; AID 2235;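 active = inhibition above the mean inhibition of all tested compounds plus 3 SD, computed separately for each screening campaign, cut at about 15% in these data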
EBNA-1 inh: blocks EBNA-1 binding to DNA; inhibition, % at 14.8 µM; AID 1950; EBNA-1 DNA binding, fluorescence polarization; 300,000 tested, 0.34% active; in the data active = inhibition above about 28%
CTSL1 counter: blocks F. hepatica cathepsin L1 in PFM18AAP counter-screen. recombinant F. hepatica cathepsin L1, Z-Leu-Arg-MCA fluorescence. inhibition, % at 5.96 µM. 300,000 tested, 0.49% active. AID 1906;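 active = inhibition above the mean of all tested compounds plus 3 SD, set per screening campaign, cut at about 17% in these data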;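 also: 0% = plate median of test compound wells and 100% = 1 µM Z-Phe-Ala-diazomethylketone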
TPT1 inhibitor: inhibitors of Candida albicans tRNA 2'-phosphotransferase TPT1; recombinant caTPT1, FP RNA substrate dephosphorylation; inhibition, % at 5 µM; 300,000 tested, 0.81% active; AID 1962;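 active = inhibition above the mean of all tested compounds plus 3 SD, set per screening campaign, cut at about 24% in these data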;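 also: plate controls were DMSO alone for no effect and ferristatin control at 100 nM for full effect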
ZTA DNA inh: counter-screen for EBNA-1 inhibitors: inhibitors of Epstein-Barr virus ZTA. ZTA-DNA binding, fluorescence polarization. 320,000 tested, 0.15% active. inhibition, % at 11 µM; in the data active = inhibition above about 33%
Target sequence (P03206 whole entry, looked up): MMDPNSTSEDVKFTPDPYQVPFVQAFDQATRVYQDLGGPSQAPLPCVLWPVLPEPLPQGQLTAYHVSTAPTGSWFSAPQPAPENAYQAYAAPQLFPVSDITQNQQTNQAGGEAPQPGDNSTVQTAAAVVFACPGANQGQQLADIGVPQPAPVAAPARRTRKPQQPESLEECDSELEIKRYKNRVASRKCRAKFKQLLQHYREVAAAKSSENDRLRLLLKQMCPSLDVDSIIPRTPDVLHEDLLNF
* marks the source's active call; other numbers are inactive results; . = no result given; & = joins results of further samples. Not all compounds are listed. The share of hits here may be higher or lower than overall.

Structure,Efflux pump mplx,PREPL inhibitor,core dimer inh,PP5 primary,PP1 inh,EBNA-1 inh,CTSL1 counter,TPT1 inhibitor,ZTA DNA inh
c1ccc(OCc2nc3c4c(ncn3n2)-c2ccccc2CC42CCCC2)cc1,-0.2,6,-4,-0.4,-2,7,1,-3,-1
CC1CCCCC12NC(=O)N(CC(=O)N(C)Cc1nc3ccccc3c(=O)[nH]1)C2=O (stereo not given),-0.3,9,.,1.5,0,.,.,.,-3
COc1ccc(C2CC(C)(c3ccc(OC)cc3OC)Nc3ccccc3N2)c(OC)c1 (stereo not given),0.6,24,7,5.3,2,-5,3,1,-8
Cc1ccc(C(=O)OC(C)C(=O)NC2CCCCC2C)s1 (stereo not given),-0.1,13,.,-1.0,-2,.,.,.,-2
O=C(Nc1ccc(Br)cc1)Nc1ccccc1Cl,-0.2,7,-6,1.6,3,1,5,4,-1
COc1ccc(CCNC(=O)CCS(=O)(=O)c2ccc3c(c2)NC(=O)CO3)cc1OC,0.3,6,-6,4.2,-3,-16,-5,-3,-7
Brc1ccc(OCCCOc2cccc3cccnc23)cc1,0.1,-10,12,5.3,1,2,-6,0,19
Cc1ccc(Cl)c(N/C=C/C(=O)c2ccccc2)c1,-0.2,9,9,2.4,-3,-13,-2,-4,4

3 compounds from above, showing only PREPL inhibitor and TPT1 inhibitor:
| Molecule | PREPL inhibitor | TPT1 inhibitor |
| --- | --- | --- |
| COc1ccc(CCNC(=O)CCS(=O)(=O)c2ccc3c(c2)NC(=O)CO3)cc1OC | 6 | -3 |
| Brc1ccc(OCCCOc2cccc3cccnc23)cc1 | -10 | 0 |
| Cc1ccc(Cl)c(N/C=C/C(=O)c2ccccc2)c1 | 9 | -4 |

New compounds follow:
Structure,Efflux pump mplx,PREPL inhibitor,core dimer inh,PP5 primary,PP1 inh,EBNA-1 inh,CTSL1 counter,TPT1 inhibitor,ZTA DNA inh
CCCCC(CCC(=O)O)(C(=O)OCC)c1csc(Nc2ccc(OCC)cc2)n1 (stereo not given),0.0,-3,10,-0.2,0,4,2,1,6
O=C(Nc1cccc(-c2cn3cccnc3n2)c1)c1ccco1,0.1,-1,1,2.9,9,2,3,0,19
COc1ccc(CNC(=O)N2CCN(S(=O)(=O)c3ccccc3F)CC2)cc1,0.1,0,2,-2.1,-1,3,-1,-1,2
CCc1[nH]nc2c1C1(CCOC1C)C(C#N)=C(N)O2 (stereo not given),0.3,22,-23,-0.5,-1,-2,3,2,7
Cc1ccc(CC23CN4CCN(CC(C4)C2O)C3)c(C)c1 (stereo not given),0.1,-14,1,2.8,-2,-7,0,0,11
O=S(=O)(NCCc1ccncc1)c1cc(Br)ccc1F,0.0,4,-1,-0.8,0,8,-1,-3,2
CCOC(=O)c1ccc(NC(=O)C(=O)NCc2ccc(/C=C(/C#N)C(=O)NCCOC)o2)cc1,-0.3,-4,0,0.5,-6,-12,0,-4,6
CN(Cc1ccc(F)cc1)C(=O)c1ccc2c(c1)NC(=O)CS2,0.0,12,-2,-1.0,0,11,-1,-2,-5
CC1(C)CC(=O)C2=C(C1)Nc1ccccc1NC2c1cccnc1 (stereo not given),-0.1,-6,-4,3.5,-3,13,1,-2,6
CN(Cc1cccs1)C(=O)CCc1c[nH]c2ccccc12,0.0,-5,1,0.2,-3,4,0,-2,-5
O=C(NCc1ccco1)c1cccc(NS(=O)(=O)c2ccccc2F)c1,-0.5,0,5,-1.4,6,0,-3,1,0
CCC(Sc1nc(C)cc(C)n1)C(=O)Nc1nccs1 (stereo not given),0.3,12,3,2.7,-4,3,-4,0,9
COc1ccc(-c2nc(CN3CCC(C(=O)NC4CC4)CC3)c(C)o2)cc1OC,0.0,1,-3,-2.0,-1,-1,-4,1,0
O=C1c2ccccc2C(Nc2ccc3nc(-c4cccnc4)[nH]c3c2)N1Cc1ccco1 (stereo not given),0.0,16,-1,2.1,3,-4,2,-7,-2
COC(=O)c1ccccc1NC(=O)c1ccccc1SC,0.0,13,-2,0.3,1,14,1,-5,-17
C=CCN(Cc1cccc(OC)c1OC)S(=O)(=O)N(C)C,0.2,19,2,0.7,-2,-5,3,2,-6
CC(C)CCNC(=O)CN(Cc1ccco1)C(=O)c1snc(C(N)=O)c1N,-0.1,2,13,-1.4,-4,9,0,-1,11
CCc1ccc2[nH]c(O)c(N=NC3=NC(=O)CS3)c2c1,-0.4,15,-1,2.3,3,-8,5,-2,-17
CCOC(=O)[C@@H]1[C@H]2COc3ccccc3[C@@H]2N2C(=O)N(c3cccc(Cl)c3)C(=O)[C@@]12C,0.1,-87,-3,1.4,6,6,1,0,5
CC(=O)c1cccc(OCC(=O)N(Cc2ccco2)c2c(N)n(Cc3ccccc3)c(=O)[nH]c2=O)c1,-0.3,4,.,2.9,-3,.,.,.,-4
Cc1ccc(N(C(=O)CC2NC(=O)NC2=O)C2(C(=O)NC3CCCC3)CCCCC2)cc1 (stereo not given),-0.1,12,-4,-2.9,-3,9,6,0,-1
Fc1ccc(CN2CCN(c3ncccn3)CC2)c(F)c1,0.1,0,-11,4.1,-4,1,3,1,-14
Cc1ccn2cc(CCNS(=O)(=O)c3ccc4c(c3)CCCC4)nc2c1,0.1,-9,-8,2.2,-6,-1,1,0,-3
COc1cccc(C(C(=O)NC(C)(C)C)N(C(=O)CCC(=O)Nc2cc(C)on2)c2ccc3c(c2)OCCO3)c1OC (stereo not given),0.1,3,2,3.1,7,6,1,-5,1
CSc1nnc(C)c(=O)n1COC(=O)c1ccc(S(=O)(=O)N2CCOCC2)cc1,0.0,2,-6,1.5,2,6,-4,-2,-11
Cc1ccc(SCc2ccc(C(=O)Nc3ccccc3Br)cc2)cc1,0.1,-1,-2,1.6,2,4,-5,-2,1
O=[N+]([O-])c1cc(C(F)(F)F)ccc1NCCOc1ccccc1,-0.4,10,-10,2.5,3,4,-4,-1,5
COc1cc([N+](=O)[O-])ccc1NC(=O)C[n+]1cccc(C)c1,0.2,17,1,0.3,0,-15,-6,4,-2
NC(=O)c1nsc(C(=O)N(Cc2ccco2)C(C(=O)NCc2ccc(F)cc2)c2ccc(O)cc2)c1N (stereo not given),-0.1,8,11,1.2,-3,12,2,3,25
CC1CCN(C(=O)CSc2nc(C3CC3)nc3ccccc23)CC1,-0.3,-4,-12,0.7,1,2,7,0,-9
Cc1cc(C)c(C)c(OCC(=O)O/N=C(\N)c2ccccn2)c1,0.1,-1,6,1.9,0,1,-5,-2,-4
Fc1ccc(Nc2nc(N/N=C/c3ccco3)nc(N3CCCCC3)n2)cc1,-0.1,11,10,1.2,4,5,10,3,16
CCCCCn1c(=N)n(CC(O)COc2ccccc2OC)c2ccccc21 (stereo not given),0.0&0.6,24&25,-4&2,0.1&1.1,0&-5,2&-7,-2&-2,1&0,-7&7
CC(=O)OC1CCC(OC(C)=O)c2c1n([O-])c(C)c(C)[n+]2=O (stereo not given),0.0,-8,-3,1.0,-2,5,-4,-3,10
COC(=O)c1sccc1NC(=O)CC1C(=O)NCCN1C(=O)Nc1ccccc1 (stereo not given),0.1,1,1,-1.6,1,-4,0,-1,-15
Fc1cccc(Nc2ncnc3[nH]ncc23)c1,-0.1,-4,0,-2.1,-3,-7,1,4,-8
CN(Cc1ccccc1)CC(O)COc1ccc(CNCc2nccn2C)cc1 (stereo not given),0.0,-1,6,2.5,-4,-3,18*,-8,-14
CC(C)C(=O)Nc1c(-c2ccc(Cl)cc2)c(=O)c2ccccc2n1C,-0.2,5,4,-0.9,-1,9,4,-1,3
Cc1nc(-c2nnc(SCC(=O)Nc3ccc(C(F)(F)F)cc3)n2C)cs1,-0.1,-36,-2,2.4,-3,7,0,-1,-13
CCSc1nc2ccccc2c(=O)n1CCc1ccc(OC)c(OC)c1,0.1,9,5,10*,-3,-10,9,1,4
c1ccc(-c2n[nH]c(-c3ccccc3)c2-c2nc3ccccc3[nH]2)cc1,-0.1,10,2,-0.6,-3,-1,5,4,-25
Cc1ccc(C)c(N(C(=O)c2csnn2)C(C(=O)NC2CCCCC2)c2cccnc2)c1 (stereo not given),0.1,1,2,3.7,5,-14,0,3,2
Cc1ccc(SCC(=O)n2nc(C)cc2C)cc1,0.2,-2,-6,4.1,-2,21,0,3,-4
Cc1cc(=O)[nH]c(SCc2nc3ncccn3c2Br)n1,-0.2,4,-2,-1.7,-3,-1,5,1,-7
Cc1cc(-n2nc(C)cc2C)nc(N)n1,0.0,-1,0,-0.4,-5,2,-1,-2,3
CCOC(=O)c1c(C)[nH]c(C)c1C(=O)COC(=O)c1ccc(Cl)c(S(N)(=O)=O)c1,0.0,-14,6,3.1,0,-10,-1,0,-16
COC(=O)c1sc(-c2ccccc2)cc1NC(=O)c1cc(OC)cc(OC)c1,0.1,-1,-4,2.5,-3,-1,1,-1,-1
Cc1ccc(C2=NOC(C)(c3nnc(-c4ccc(Cl)cc4)o3)C2)cc1 (stereo not given),0.1,-33,5,1.9,0,-2,1,0,-7
COC(=O)CNC(=O)CCCCC(=O)NCC(=O)OC,-0.3,12,-5,-2.4,-2,7,0,-5,-11
COC(=O)C1=C(NC(=O)c2ccc(Br)cc2)CCS1,0.4,1,4,2.1,-2,-7,4,3,-6
COc1cccc(C2=CC(c3ccc(N(C)C)cc3)n3nnnc3N2)c1 (stereo not given),-0.2,70*,9,0.8,6,4,-1,28*,4
COC(=O)C(C)N1C(=O)S/C(=C\c2cc(C)n(-c3ccccn3)c2C)C1=O (stereo not given),-0.1,2,-1,1.9,4,12,1,-1,14
CCC(C)NS(=O)(=O)c1ccc(OC)c(Cl)c1Cl (stereo not given),0.0,-4,-1,-1.4,1,5,-1,0,-2
NNC(=O)c1nc[nH]c1C(=O)Nc1ccccc1[N+](=O)[O-],-0.1,15,5,0.4,1,6,2,-3,-5
Cc1cc([N+](=O)[O-])ccc1N,-0.1,22,-11,0.9,-3,-2,0,-5,-8
Cc1ccccc1C1C(C#N)=C(N)N(N(C)C)C2=C1C(=O)CC(C)(C)C2 (stereo not given),-0.3,14,9,4.4,-2,4,2,2,6

New compounds follow:
Structure,Efflux pump mplx,PREPL inhibitor,core dimer inh,PP5 primary,PP1 inh,EBNA-1 inh,CTSL1 counter,TPT1 inhibitor,ZTA DNA inh
Cc1nn(C)cc1NC(=O)CC12CC3CC(CC(C3)C1)C2,-0.1,9,-10,-0.1,7,-14,12,-4,-11
O=C(NCc1ccc(Cl)cc1)C(=O)NCC1OCCN1S(=O)(=O)c1cc(F)ccc1F (stereo not given),0.0,-5,15,-0.5,0,9,2,2,1
COC(=O)[C@H](CC(C)C)NS(=O)(=O)c1ccccc1,-0.1,6,-2,1.5,-3,9,-3,-2,-9
C=C(C)C(=O)Nc1cccc(C2=NOC3(C2)C[C@@H](C(N)=O)N(C(=O)CC(c2ccccc2)c2ccccc2)C3)c1 (stereo not given in full),-0.1,-3,-128,2.4,4,6,0,3,12
O=C(C1CCN(S(=O)(=O)c2c(Cl)cccc2Cl)CC1)N1CCCCCCC1,0.3,-7,-1,3.8,-11,-11,-3,3,7
N#Cc1ccc(OCC(=O)NCC2(N3CCCCC3)CCCCC2)cc1,0.0,33,0,-0.1,4,-4,5,1,-4
